AMA1 RON2 block = AMA1-RON2 (P. falciparum) interaction inhibition; AlphaScreen AMA1-biotinylated RON2 peptide binding; Potency, µM (highest dose often 58.2 µM), inactives show top-dose activity change, negative = inhibition, hits mostly inhibitors; 360,000 tested, 0.2% active; AID 720542;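 further: potency means the concentration at half of the fitted maximal effect; 0% = vehicle wells and -100% = peptide control; nearly all actives have a fitted effect of over 45% in size; some results filed as inactive show a strong effect at the top dose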
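AMA1 (3D7) with his tag at 25 nM final met compounds first, then biotinylated RON2 peptide at 25 nM; detection used donor plus acceptor beads, 10 µg/mL apiece, read by AlphaScreen after 30 min at room temperature.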
TbPYK inhibitor = inhibitors of Trypanosoma brucei pyruvate kinase | Q57TT1 | AID 624173 | 410,000 tested, 0.12% active | Potency, µM (titrated, usually from 76.8 µM), without a hit: at the top dose activity, negative = inhibition, most hits filed as inhibitors | TbPYK enzyme, Kinase-Glo Plus ATP luminescence, 45 min; further: potency means the concentration at half of the fitted maximal effect; nearly all actives have a fitted effect of over 50% in size
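Luminescence from Kinase-Glo Plus, added after a 45-minute room-temperature reaction, served as the end-point read-out. The enzyme and substrate were preincubated with compound before ADP (130 uM final) initiated turnover. Concentration-effect curves came from normalized qHTS data.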
HCMV inh = human cytomegalovirus inhibition. HFF cells, HCMV-luciferase reporter, 72 h; active compounds read low. activity change, negative = inhibition, % at 57.5 µM. 410,000 tested, 4.5% active; in the data active means activity change below about -60%; inconclusive means no clear call, values can overlap the other calls; inactive means above about -39%
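Two compound doses tested in HFFs infected with HCMV-luciferase, MOI 1 PFU/cell, 72 h at 37C. Lysate luminescence read with OneGlo; data normalized against buffer-only and 10uM Salinomycin inhibitor controls.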
HCV inh = inhibitors of hepatitis C virus infection | Huh7.5.1 HCVcc-Cre infection, luciferase reporter, 44 h | Potency, µM (doses to about 41.8 µM), without a hit: at the highest dose activity change, negative = inhibition, usual class: inhibitors | 340,000 tested, 3.4% active | AID 651820; further: potency means the concentration at half of the fitted maximal effect
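HCVcc-Cre virus at an moi near 0.5 was added right after compound to cells cultured 4 h from seeding (1,000 cells/well). Luciferase activity was determined 44 h later, 15 min after substrate addition at RT.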
LmPK inh = LmPK (Leishmania mexicana) enzyme inhibition. purified LmPK, Kinase-Glo ATP luminescence, 1 h. 290,000 tested, 0.37% active. Potency, µM (highest dose often 57.5 µM), inactives show at the top dose activity change, negative = inhibition, most hits filed as inhibitors. AID 1721; further: potency means the concentration at half of the fitted maximal effect
Target sequence (Q27686 whole entry, looked up): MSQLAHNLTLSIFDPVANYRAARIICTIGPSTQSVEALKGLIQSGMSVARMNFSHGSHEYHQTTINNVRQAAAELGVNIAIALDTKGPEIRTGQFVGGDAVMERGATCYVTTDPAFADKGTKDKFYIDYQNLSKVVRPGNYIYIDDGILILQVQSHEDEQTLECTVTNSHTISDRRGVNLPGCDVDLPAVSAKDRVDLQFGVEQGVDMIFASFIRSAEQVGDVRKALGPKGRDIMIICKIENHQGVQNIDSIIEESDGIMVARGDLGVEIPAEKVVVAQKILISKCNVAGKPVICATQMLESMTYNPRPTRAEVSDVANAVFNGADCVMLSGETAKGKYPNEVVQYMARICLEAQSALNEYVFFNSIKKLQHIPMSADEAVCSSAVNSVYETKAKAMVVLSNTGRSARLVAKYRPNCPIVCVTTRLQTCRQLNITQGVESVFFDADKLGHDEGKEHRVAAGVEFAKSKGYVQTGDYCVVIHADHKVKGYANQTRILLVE
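Pyruvate kinase activity monitored as ATP production (luciferase luminescence). Conditions: 0.1 nM enzyme, 0.5 mM PEP, 0.1 mM ADP, 1 h, RT; normalized against uninhibited and no-enzyme wells.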
AmpC inh no detg = inhibitors of E. coli AmpC beta-lactamase without detergent. P00811. AmpC nitrocefin hydrolysis, absorbance 480 nm, 0.0001% Triton. Potency, µM (doses to about 57.1 µM), without a hit: top-dose activity change, negative = inhibition, actives largely listed as inhibitors. 330,000 tested, 0.52% active. AID 485341;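 further: potency means the concentration at half of the fitted maximal effect; plate controls were no compound for no effect and no enzyme for full effect; nearly all actives have a fitted effect of over 20% in size; some results filed as inactive show a strong effect at the top dose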
Target sequence (P00811 whole entry, looked up): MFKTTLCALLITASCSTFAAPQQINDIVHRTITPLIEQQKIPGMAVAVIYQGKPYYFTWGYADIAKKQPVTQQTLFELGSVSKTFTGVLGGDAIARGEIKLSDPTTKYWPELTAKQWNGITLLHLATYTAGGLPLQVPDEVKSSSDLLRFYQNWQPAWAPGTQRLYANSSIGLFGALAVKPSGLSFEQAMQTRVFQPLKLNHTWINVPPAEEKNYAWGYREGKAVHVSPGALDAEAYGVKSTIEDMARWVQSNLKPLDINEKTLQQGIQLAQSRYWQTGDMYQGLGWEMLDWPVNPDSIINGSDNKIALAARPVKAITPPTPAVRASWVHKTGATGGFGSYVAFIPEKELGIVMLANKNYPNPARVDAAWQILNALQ
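20 mM phosphate pH 7.0 + 0.01% (detergent screen) or 0.0001% Triton X-100; 5.3 nM AmpC reagent; cpd preinc 15 min RT; nitrocefin (800 uM stock) to start; A480 q20 s × 4 min; Activity was normalised to no-enzyme and no-compound control wells.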
AmpC inh detg = blocks E. coli AmpC beta-lactamase in detergent assay; P00811; AID 485294; 370,000 tested, 0.041% active; AmpC hydrolysis of nitrocefin, absorbance 480 nm, 0.01% Triton; Potency, µM (highest dose often 114 µM), for the others: at the highest dose activity change, negative = inhibition, usual class: inhibitors;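 further: potency means the concentration at half of the fitted maximal effect; 0% = no-compound wells and -100% = no-enzyme wells; nearly all actives have a fitted effect of over 25% in size; some results filed as inactive show a strong effect at the top dose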
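20 mM phosphate pH 7.0 + 0.01% (detergent screen) or 0.0001% Triton X-100; 5.3 nM AmpC reagent; cpd preinc 15 min RT; nitrocefin (800 uM stock) to start; A480 q20 s × 4 min; Activity was normalised to no-enzyme and no-compound control wells.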
Starred values were filed as active, the others as inactive; [ ] = dose if it differs, or a comment. Unless noted, the call rests on the fitted dose curve; in most records, active means well fitted curve in the direction sought with a large enough effect; inconclusive means small, poorly fitted or top-dose-only effect, or another doubt; inactive means no such curve, though single readings can be large; an effect the other way counts as inactive or inconclusive. Unless noted, on the % scale 0 is the no-effect control and ±100 the full control effect.

Results for O=C(Nc1cccnc1)c1ccc(Br)c(S(=O)(=O)N2CCCC2)c1 ?
AMA1 RON2 block: -7.2%; TbPYK inhibitor: -4.0%; HCMV inh: 3.8; HCV inh: inconclusive; LmPK inh: -3.1%; AmpC inh no detg: -10.8%; AmpC inh detg: 10.2%

What do the screens show for `O=C(Nc1cccnc1)c1cnc2ccccc2n1`?
AMA1 RON2 block: -0.8%; TbPYK inhibitor: -7.9%; HCMV inh: 5.6; HCV inh: 8.1%; LmPK inh: -10.5%; AmpC inh no detg: -18.7%; AmpC inh detg: inconclusive

How did N#CCc1c(C#N)c(N)nc(N2CCN(c3ccc(F)cc3)CC2)c1C#N do in these assays?
AMA1 RON2 block: 7.9%; TbPYK inhibitor: -5.7%; HCMV inh: -20.8; HCV inh: inconclusive; LmPK inh: 5.6%; AmpC inh no detg: -24.5%; AmpC inh detg: -0.3%

Results for COc1ccc2c(c1)SCC/C2=C\CN1C(=O)CCC1=O ?
AMA1 RON2 block: 11.8%; TbPYK inhibitor: 3.8%; HCMV inh: 16.6; HCV inh: 3.8%; LmPK inh: 3.8%; AmpC inh no detg: 4.2%; AmpC inh detg: inconclusive

How did O=C(COC(=O)c1ccccc1NCCO)NCCC1=CCCCC1 do in these assays?
AMA1 RON2 block: 8.5%; TbPYK inhibitor: 0.5%; HCMV inh: -7.5; HCV inh: -8.5%; AmpC inh no detg: 11.3%; AmpC inh detg: -11.6%

Results for CCOC(=O)c1c(C)[nH]c(C(=O)CSc2nnc(C3CC3)n2N)c1C ?
AMA1 RON2 block: 6.1%; TbPYK inhibitor: -8.6%; HCMV inh: 126.0; HCV inh: inconclusive; LmPK inh: 5.1%; AmpC inh no detg: -12.7%; AmpC inh detg: -3.6%

How did CCOc1ccc(CCNC(=O)CN2C(=O)NC3(CCCCCC3)C2=O)cc1OCC do in these assays?
AMA1 RON2 block: -7.8%; TbPYK inhibitor: 3.4%; HCMV inh: -14.3; HCV inh: 7.0%; AmpC inh no detg: 13.2%; AmpC inh detg: inconclusive

How did Oc1ccccc1-c1nnc(COc2ccc(Cl)cc2Cl)o1 do in these assays?
AMA1 RON2 block: 55.2%[activator]; TbPYK inhibitor: -17.1%; HCMV inh: 83.8; HCV inh: 12.0%; LmPK inh: 0.9%; AmpC inh no detg: -108.1%; AmpC inh detg: 3.9%

What do the screens show for `CC1=C(C(=O)N2CCOCC2)CC(CC(=O)NCc2cccs2)C(=O)N1CCC1=CCCCC1` (configuration not stated)?
AMA1 RON2 block: 0.2%; TbPYK inhibitor: -0.6%; HCMV inh: 1.2

How did Cc1ccc(NC(=O)NCc2ccc3c(c2)OCO3)c(C)c1 do in these assays?
AMA1 RON2 block: 9.1%; TbPYK inhibitor: 3.7%; HCMV inh: -11.7; HCV inh: 1.2%; LmPK inh: -0.7%; AmpC inh no detg: -9.2%; AmpC inh detg: 0.6%

Results for CCOC(=O)c1cc2c(=O)n3ccccc3nc2n(CCOC)c1=NC(=O)C(C)(C)Oc1ccc(Cl)cc1 ?
TbPYK inhibitor: 5.7%; HCMV inh: 13.7; AmpC inh detg: 2.4%

How did CC1Cc2ccccc2N1C(=O)COc1ccc2c(c1)OCO2 (configuration not stated) do in these assays?
AMA1 RON2 block: 14.4%; TbPYK inhibitor: 1.8%; HCMV inh: 8.7; HCV inh: -12.0%; LmPK inh: -5.8%; AmpC inh no detg: -17.7%; AmpC inh detg: 3.3%

How did O=C(Cc1cccs1)N1CCC2(CC1)OCCO2 do in these assays?
AMA1 RON2 block: 44.1%[activator]; TbPYK inhibitor: 9.2%; HCMV inh: 44.2; HCV inh: 6.7%; LmPK inh: 0.6%; AmpC inh no detg: -5.9%; AmpC inh detg: inconclusive

How did C[C@H](CO)N1C[C@H](C)[C@@H](CN(C)Cc2ccncc2)Oc2c(NS(=O)(=O)c3cn(C)cn3)cccc2C1=O do in these assays?
AMA1 RON2 block: 35.2%[activator]; TbPYK inhibitor: 4.3%; HCMV inh: -31.5; HCV inh: 5.3%; AmpC inh no detg: -7.0%

What do the screens show for `O=C(NCc1ccccc1)C1=C[C@H](c2ccc(Br)cc2)C[C@H](OCc2ccc(CO)cc2)O1`?
AMA1 RON2 block: -6.6%; TbPYK inhibitor: -6.1%; HCMV inh: 26.7; HCV inh: -6.4%; LmPK inh: 1.2%; AmpC inh no detg: -10.3%; AmpC inh detg: -5.1%

How did Cc1cc(N(C)C)nc(Nc2ccccc2)n1 do in these assays?
AMA1 RON2 block: -8.3%; TbPYK inhibitor: 0.5%; HCMV inh: -17.5; HCV inh: inconclusive; AmpC inh no detg: -14.8%; AmpC inh detg: 4.9%

Results for S=C(NCCN1CCOCC1)N/N=C/c1c2ccccc2cc2ccccc12 ?
AMA1 RON2 block: 61.2%[activator]; TbPYK inhibitor: -4.8%; HCMV inh: -0.1; HCV inh: -13.9%; LmPK inh: 1.9%; AmpC inh no detg: -2.2%; AmpC inh detg: 2.1%

What do the screens show for `Cc1ccc(S(=O)(=O)c2cc(N3CCOCC3)nc(-c3ccccc3)n2)cc1`?
AMA1 RON2 block: 14.8%; TbPYK inhibitor: -0.7%; HCMV inh: 4.1; HCV inh: -10.1%; LmPK inh: -2.4%; AmpC inh no detg: -21.7%; AmpC inh detg: inconclusive

Results for CCCCCCCCN1[C@@H](CC(=O)O)c2ccc(C(F)(F)F)cc2S1(=O)=O ?
AMA1 RON2 block: -2.1%; TbPYK inhibitor: 2.5%; HCMV inh: -32.5; HCV inh: 7.0%

What do the screens show for `CC(C)[C@H](NC(=O)c1ccccc1Cl)C(=O)OCC(=O)N1CCCCC1`?
AMA1 RON2 block: 1.7%; TbPYK inhibitor: 1.1%; HCMV inh: 12.0; HCV inh: 17.2%; AmpC inh no detg: -8.1%

Overlap with the part before: 2 entries, then new ones.
Results for CCCCCCCCN1[C@@H](CC(=O)O)c2ccc(C(F)(F)F)cc2S1(=O)=O ?
AMA1 RON2 block: -2.1%; TbPYK inhibitor: 2.5%; HCMV inh: -32.5; HCV inh: 7.0%

What do the screens show for `CC(C)[C@H](NC(=O)c1ccccc1Cl)C(=O)OCC(=O)N1CCCCC1`?
AMA1 RON2 block: 1.7%; TbPYK inhibitor: 1.1%; HCMV inh: 12.0; HCV inh: 17.2%; AmpC inh no detg: -8.1%

What do the screens show for `O=C(NCCN1CCCCC1)c1ccc(=O)oc1`?
AMA1 RON2 block: 36.1%[activator]; TbPYK inhibitor: -1.1%; HCMV inh: 56.8; HCV inh: 13.4%; LmPK inh: 2.8%; AmpC inh detg: 12.7%

What do the screens show for `Cc1ccc(/C=C/C(O)=C2/C(=O)N(C)C3(C)CC2c2ccccc2O3)cc1` (configuration not stated)?
AMA1 RON2 block: 14.3%; TbPYK inhibitor: -2.3%; HCMV inh: -97.5*; HCV inh: inconclusive; LmPK inh: 3.5%; AmpC inh no detg: 2.6%; AmpC inh detg: -5.6%

How did O=C(/C=C/c1ccc(F)cc1)NC(Cc1c[nH]c2ccccc12)C(=O)O (configuration not stated) do in these assays?
AMA1 RON2 block: -2.3%; TbPYK inhibitor: 6.1%; HCMV inh: 12.5; HCV inh: -8.9%; LmPK inh: 13.0%; AmpC inh no detg: -26.2%; AmpC inh detg: 1.3%

How did c1nnc(NC2=NCCC2)s1 do in these assays?
AMA1 RON2 block: 8.3%; TbPYK inhibitor: -9.4%; HCMV inh: -17.0; HCV inh: 3.6%; LmPK inh: -0.3%; AmpC inh no detg: -10.6%; AmpC inh detg: inconclusive

How did CCc1ccccc1-n1c(-c2ccncc2)n[nH]c1=S do in these assays?
AMA1 RON2 block: 0.0%; TbPYK inhibitor: 25.1µM*; HCMV inh: 59.1; HCV inh: -1.1%; LmPK inh: 12.6µM*; AmpC inh no detg: 6.6%; AmpC inh detg: -11.3%

Results for COc1cc(NS(=O)(=O)c2ccc(NC(=O)C3CCCO3)cc2)nc(OC)n1 (configuration not stated) ?
AMA1 RON2 block: -7.5%; TbPYK inhibitor: -7.0%; HCMV inh: 41.3; HCV inh: 0.5%; LmPK inh: -11.5%; AmpC inh no detg: -12.5%; AmpC inh detg: -6.8%

How did CCOc1ccc(Cn2c3ccc(OC)cc3c3nc4ccccc4nc32)cc1 do in these assays?
AMA1 RON2 block: 16.8%; TbPYK inhibitor: -5.8%; HCMV inh: inconclusive; HCV inh: 0.4%; LmPK inh: -0.7%; AmpC inh no detg: -21.8%; AmpC inh detg: -0.2%

How did O=C(N1CCOCC1)C12CCC3CC(CC(C3)C1)C2 do in these assays?
AMA1 RON2 block: 6.7%; TbPYK inhibitor: -0.4%; HCMV inh: -0.3; HCV inh: -1.4%; LmPK inh: -3.8%; AmpC inh no detg: -14.4%; AmpC inh detg: -18.0%

What do the screens show for `CCCn1c(=O)c(C(=O)Nc2ccccc2C(=O)OCC)c(O)c2ccccc21`?
AMA1 RON2 block: 3.4%; TbPYK inhibitor: -10.0%; HCMV inh: 11.3; HCV inh: -15.2%; LmPK inh: 2.1%; AmpC inh no detg: -21.5%; AmpC inh detg: -10.8%

Results for CC1=C(C(=O)Nc2ccccc2)C(c2ccc(O)cc2)n2nc(-c3ccc(Cl)cc3)nc2N1 (configuration not stated) ?
TbPYK inhibitor: 2.6%; HCMV inh: -5.8; AmpC inh detg: 0.1%

How did Cc1ccccc1-n1nnnc1SCC(C)C do in these assays?
AMA1 RON2 block: 6.6%; TbPYK inhibitor: 3.3%; HCMV inh: -35.9; HCV inh: inconclusive; LmPK inh: 0.9%; AmpC inh no detg: -20.9%; AmpC inh detg: inconclusive

How did O=C(Nc1ccccc1N1CCOCC1)c1cc2c(s1)CCCCC2 do in these assays?
AMA1 RON2 block: -7.6%; TbPYK inhibitor: -5.0%; HCMV inh: -33.6; HCV inh: -6.3%; LmPK inh: -3.8%; AmpC inh no detg: 3.5%; AmpC inh detg: 8.7%

How did O=C(Nc1nccs1)c1cc(-c2ccccc2)nc2ccccc12 do in these assays?
AMA1 RON2 block: 55.3%[activator]; TbPYK inhibitor: -2.7%; HCMV inh: -32.0; HCV inh: inconclusive; LmPK inh: -0.3%; AmpC inh no detg: -16.6%; AmpC inh detg: -4.3%

How did CCc1cnc2c(c1SCC(=O)Nc1ccc(C(=O)OC)cc1)c(=O)n(C)c(=O)n2C do in these assays?
TbPYK inhibitor: 1.6%; HCMV inh: 16.0; AmpC inh detg: 1.9%

High-throughput results (PubChem)
